Rac1 act GTP bind: human Rac1 activated mutant GTP binding change | 190,000 tested, 0.11% active | percent activity (GTP binding), % at 10 µM | P63000 | GST-Rac1 activated beads, fluorescent GTP binding, flow cytometry; actives lie on both sides; 100% means binding = to untreated wells | AID 764;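 active = GTP binding at least 20 percentage points away from the 100% baseline, in either direction, so actives lie on both sides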
Rab7 wt modul: modulators of GTP binding to dog Rab7 wildtype GTPase; GST-Rab7 beads, fluorescent GTP binding, flow cytometry; actives lie on both sides; untreated = 100%, excess cold GTP = 0%; GTP binding activity (percent of control), % at 10 µM; 190,000 tested, 0.055% active; AID 758;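 active = fluorescent GTP binding to Rab7 beads changed by at least 20 points from the 100% baseline, either direction, mostly lower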;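 also: median green fluorescence of bound Bodipy-FL-GTP per Rab7 bead population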
Avidin bead fluor: avidin bead compound fluorescence profile; fluorescence (KMESF) at 10 µM; 220,000 tested, 0.38% active; Avidin beads, compound fluorescence 488/530 nm, flow cytometry; stronger effect = higher value; in the data active = fluorescence above about 47; also: inactives centre near 10
Rac1 wt GTP bind: human Rac1 wildtype GTP binding, inhibitors and activators; P63000; GST-Rac1 beads, fluorescent GTP binding, flow cytometry; actives lie on both sides; 0 = cold GTP competed, 100 = untreated; GTP binding activity (% of control), % at 10 µM; 190,000 tested, 0.27% active; AID 757;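 active = GTP binding activity at least 20 points away from the 100% control level, either lower or higher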
HRas wt GTP bind: modulators of GTP binding to human HRas wildtype; P01112; GST-Ras wt beads, Bodipy-FL-GTP binding, flow cytometry; actives lie on both sides; GTP binding activity, % at 10 µM; 190,000 tested, 0.14% active;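 active = GTP binding activity at least 20% away from the 100% baseline, either lowered as inhibitor or raised as activator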;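 also: 0% = unlabeled GTP competition control and 100% = no-compound control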
Target sequence (P01112 whole entry, looked up): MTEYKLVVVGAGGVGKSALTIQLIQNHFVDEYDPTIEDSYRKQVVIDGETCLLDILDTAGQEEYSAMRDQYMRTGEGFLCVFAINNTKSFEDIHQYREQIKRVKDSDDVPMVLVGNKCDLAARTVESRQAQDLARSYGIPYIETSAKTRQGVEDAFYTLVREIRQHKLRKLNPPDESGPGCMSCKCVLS
Mcl1-Noxa inh: disrupts binding of human Mcl-1 to Noxa peptide; Q07820; TR-FRET Mcl-1/Noxa peptide binding, 2 h; inhibition, % at 21.7 µM; 220,000 tested, 1.5% active; AID 1022;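 active = compounds that cut the protein-peptide binding signal by more than 50% relative to plate controls in a single-dose test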;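 also: His-tagged Mcl-1 with rhodamine Noxa BH3 peptide and terbium anti-His antibody; 0% = Mcl-1 plus Noxa peptide wells and 100% = peptide-only wells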
Target sequence (Q07820 whole entry, looked up): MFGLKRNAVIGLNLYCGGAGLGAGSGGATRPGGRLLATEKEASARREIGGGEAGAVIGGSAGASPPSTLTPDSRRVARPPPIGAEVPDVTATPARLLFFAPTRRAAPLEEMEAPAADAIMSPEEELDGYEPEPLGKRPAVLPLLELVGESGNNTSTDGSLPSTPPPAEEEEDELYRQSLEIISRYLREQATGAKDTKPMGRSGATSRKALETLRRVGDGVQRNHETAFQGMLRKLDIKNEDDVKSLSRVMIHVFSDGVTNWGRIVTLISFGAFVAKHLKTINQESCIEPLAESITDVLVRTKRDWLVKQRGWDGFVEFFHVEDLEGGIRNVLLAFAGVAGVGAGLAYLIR
Rab2A wt mod: changes GTP binding to wildtype dog Rab2A, up or down | P61105 | GST-Rab2 wt beads, Bodipy-GTP binding, flow cytometry | GTP binding activity, % at 10 µM | 190,000 tested, 0.19% active;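 active = GTP binding activity at least 20 points away from 100%, either lowered or raised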;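 also: 0% = beads with excess unlabeled GTP and 100% = no-compound control corrected for plate trend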
Pf gamet viab: inhibitors of late stage P. falciparum gametocyte viability; 150,000 tested, 0.065% active; P. falciparum stage V gametocytes, ATP luminescence, 24 h; inhibition, % at 10.9 µM;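 active = inhibition above the mean plus 3 SD of compounds within the control limits, set per campaign, cut at about 38% in these data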;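 also: 0% = DMSO wells and 100% = medium only without gametocytes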
Mcl1-Bid inh: Mcl-1/Bid interaction inhibition; TR-FRET Mcl-1/Bid-Dy647 peptide binding, 1536-well; inhibition, % at 21.7 µM; 220,000 tested, 0.97% active;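 active = compounds that cut the binding signal by more than half at the single screening dose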;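 also: His-tagged Mcl-1 with europium anti-His antibody binding Bid BH3 peptide; 0% = Mcl-1 plus peptide wells and 100% = peptide-only wells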
GSH fluor: compound fluoresces at 488/530 nm on GSH beads; GSH beads flow cytometry, compound fluorescence 488/530 nm; stronger effect = higher value; fluorescence (KMESF) at 10 µM; 190,000 tested, 0.25% active; AID 1776; in the data active = fluorescence above about 89;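 also: glutathione beads carrying GST-tagged Bcl family fusion proteins plus one bare bead set; values are compound well signal with DMSO vehicle wells as background; inactives centre near 16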
Cdc42 wt GTP: modulators (inhibitors or activators) of GTP binding to human Cdc42 wildtype. GST-Cdc42 beads, Bodipy-GTP binding, flow cytometry; actives lie on both sides. percent activity (GTP binding), % at 10 µM. P60953. AID 761. 190,000 tested, 0.2% active;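 active = percent activity GTP binding at least 20 points away from the 100% baseline, either down as inhibitor or up as activator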;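 also: median bead fluorescence of bound Bodipy-FL-GTP at 100 nM; 0% = excess unlabeled GTP control and 100% = no compound control; below 100% means less GTP binding so inhibitor and above means activator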
Target sequence (P60953 whole entry, looked up): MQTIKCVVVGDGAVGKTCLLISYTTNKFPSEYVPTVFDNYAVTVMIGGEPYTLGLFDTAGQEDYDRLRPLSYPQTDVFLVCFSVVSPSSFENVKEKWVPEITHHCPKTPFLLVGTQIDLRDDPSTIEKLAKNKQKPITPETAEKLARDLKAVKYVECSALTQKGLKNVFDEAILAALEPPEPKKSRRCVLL
An asterisk follows results filed as active; x = not tested or not shown.

SMILES	Rac1 act GTP bind	Rab7 wt modul	Avidin bead fluor	Rac1 wt GTP bind	HRas wt GTP bind	Mcl1-Noxa inh	Rab2A wt mod	Pf gamet viab	Mcl1-Bid inh	GSH fluor	Cdc42 wt GTP
CCOc1ccc(OCCCCNC(C)(C)C)cc1	99	103	16	98	100	22	100	0	3	26	97
CSc1ccccc1C(=O)Nc1ccccc1C(=O)NC(C)C	95	110	9	99	100	10	100	-4	-10	19	96
CC(NC(=O)CNC(=O)C1O[C@@H]2OC(C)(C)O[C@@H]2[C@H]2OC(C)(C)O[C@@H]12)C(=O)O (some centres undefined)	97	94	6	101	98	2	96	-4	-73	14	98
O=C(Nc1ccc(S(=O)(=O)Nc2nccs2)cc1)/C(=C/c1ccccc1Cl)NC(=O)c1ccccc1	95	98	7	98	95	94*	95	15	-68	18	97
CN(C)S(=O)(=O)c1ccc(=S)[nH]c1	94	95	11	99	98	1	95	15	-76	8	97
O=c1[nH]c(=O)c2nnc(N/N=C\c3ccc(O)cc3)nc2[nH]1	74*	92	10	54*	63*	27	59*	-1	-7	6	60*
Cc1cc(C(=O)NCc2cccs2)no1	100	102	7	103	102	4	100	x	-26	16	103
CC(C)CC(NC(=O)C1CCC(C)CC1)C(=O)N1CCN(c2ccccn2)CC1 (centres undefined)	101	101	6	107	104	-21	103	x	-29	12	105
CCC(=O)N1CCCc2cc(S(=O)(=O)N3CCN(c4ccccc4F)CC3)ccc21	99	98	9	105	99	65*	99	x	6	21	101
Cc1ccc(S(=O)(=O)N(C)CC(=O)OCC(=O)NC(=O)Nc2ccc3c(c2)OCCO3)cc1	95	97	12	95	96	7	93	x	-2	11	99
CCOc1ccc(NC(=O)CCC(=O)NNS(=O)(=O)c2ccccc2[N+](=O)[O-])cc1	94	101	12	97	98	10	96	7	-32	26	93
CCC(C(=O)NCc1ccco1)N(C(=O)CNS(=O)(=O)c1ccccc1)c1ccccc1C (centres undefined)	97	97	14	99	96	-3	96	x	-28	21	96
N/C(Cn1cncn1)=N\NC(=O)c1ccc(Cl)cc1Cl	104	101	7	103	101	12	97	x	-32	15	99
NNC(=O)c1cnn(-c2ccccc2)c1C(F)(F)F	99	98	22	104	98	11	100	24	-13	12	99
CC(=O)Nc1cccc2c1C(=O)N(c1cccc(C)c1)C2=O	98	102	13	100	97	9	96	x	2	11	98
CC(=O)c1cccc(CN2CCCC(CCC(=O)NCc3ccc(C)o3)C2)c1 (centres undefined)	95	97	10	100	95	-9	93	-9	-60	10	92
COc1cnc(-c2ccccn2)nc1Sc1ccccc1	93	95	6	92	91	-7	93	12	-6	14	94
CC(C)CN1C(=O)NC(NC(=O)c2ccco2)(C(F)(F)F)C1=O (centres undefined)	97	104	9	100	103	-11	101	x	-33	8	99
C=CCN1C(=O)C(O)(CC(=O)c2c(C)n[nH]c2C)c2cc(Br)ccc21 (centres undefined)	92	93	11	91	94	x	94	-35	-5	36	94
FC(F)(Cl)c1nnc2ccc(Cl)nn12	97	98	7	103	100	13	97	13	-22	12	100
CCO[C@H]1OC(C(=O)N2CCN(Cc3ccccc3)CC2)=C[C@@H](c2coc3ccccc3c2=O)[C@@H]1CCCO	97	102	6	100	97	-16	100	2	-7	16	97
COc1ccc(C2=NN(C(=O)CSc3nc4ccccc4s3)C(c3ccc(OC)cc3)C2)cc1 (centres undefined)	99	98	12	104	99	12	100	22	-9	13	99
Cc1ccc(C(=O)c2ccccc2C(=O)O)c(O)c1	98	100	6	103	101	-18	99	-6	-36	6	102
Cc1cc(C)c(C#N)c(SCC(=O)OC2CCCCC2)n1	101	107	6	108	106	8	109	x	-2	49	105

13 compounds from above, ordered by molecular weight, lowest first:
SMILES	Rac1 act GTP bind	Rab7 wt modul	Avidin bead fluor	Rac1 wt GTP bind	HRas wt GTP bind	Mcl1-Noxa inh	Rab2A wt mod	Pf gamet viab	Mcl1-Bid inh	GSH fluor	Cdc42 wt GTP
Cc1ccc(C(=O)c2ccccc2C(=O)O)c(O)c1	98	100	6	103	101	-18	99	-6	-36	6	102
NNC(=O)c1cnn(-c2ccccc2)c1C(F)(F)F	99	98	22	104	98	11	100	24	-13	12	99
CC(=O)Nc1cccc2c1C(=O)N(c1cccc(C)c1)C2=O	98	102	13	100	97	9	96	x	2	11	98
COc1cnc(-c2ccccn2)nc1Sc1ccccc1	93	95	6	92	91	-7	93	12	-6	14	94
Cc1cc(C)c(C#N)c(SCC(=O)OC2CCCCC2)n1	101	107	6	108	106	8	109	x	-2	49	105
N/C(Cn1cncn1)=N\NC(=O)c1ccc(Cl)cc1Cl	104	101	7	103	101	12	97	x	-32	15	99
C=CCN1C(=O)C(O)(CC(=O)c2c(C)n[nH]c2C)c2cc(Br)ccc21 (centres undefined)	92	93	11	91	94	x	94	-35	-5	36	94
CCC(=O)N1CCCc2cc(S(=O)(=O)N3CCN(c4ccccc4F)CC3)ccc21	99	98	9	105	99	65*	99	x	6	21	101
CCOc1ccc(NC(=O)CCC(=O)NNS(=O)(=O)c2ccccc2[N+](=O)[O-])cc1	94	101	12	97	98	10	96	7	-32	26	93
CCC(C(=O)NCc1ccco1)N(C(=O)CNS(=O)(=O)c1ccccc1)c1ccccc1C (centres undefined)	97	97	14	99	96	-3	96	x	-28	21	96
Cc1ccc(S(=O)(=O)N(C)CC(=O)OCC(=O)NC(=O)Nc2ccc3c(c2)OCCO3)cc1	95	97	12	95	96	7	93	x	-2	11	99
COc1ccc(C2=NN(C(=O)CSc3nc4ccccc4s3)C(c3ccc(OC)cc3)C2)cc1 (centres undefined)	99	98	12	104	99	12	100	22	-9	13	99
CCO[C@H]1OC(C(=O)N2CCN(Cc3ccccc3)CC2)=C[C@@H](c2coc3ccccc3c2=O)[C@@H]1CCCO	97	102	6	100	97	-16	100	2	-7	16	97

Going on with the list.
SMILES	Rac1 act GTP bind	Rab7 wt modul	Avidin bead fluor	Rac1 wt GTP bind	HRas wt GTP bind	Mcl1-Noxa inh	Rab2A wt mod	Pf gamet viab	Mcl1-Bid inh	GSH fluor	Cdc42 wt GTP
CCOc1ccccc1NC(=O)CCN1CCN(S(=O)(=O)c2ccc(Br)cc2)CC1	98	102	10	103	101	-1	100	5	-15	26	100
COc1cc(C2C(C(=O)c3cccs3)=C(O)C(=O)N2Cc2ccco2)cc(OC)c1OC (centres undefined)	93	100	12	95	98	5	97	x	-36	12	95
CSc1nc(-c2ccccc2)nc(NC(C)=O)c1C(C)=O	96	97	11	101	96	14	95	x	-21	12	96
COc1ccc(CC(=O)NCC2(c3ccc(OC)c(OC)c3)CCCC2)cc1	93	99	11	97	96	6	98	-12	-26	11	93
COc1cccc(NC(=O)C2CCCN(S(=O)(=O)c3cccc4nsnc34)C2)c1 (centres undefined)	97	96	11	98	100	5	95	6	-27	44	104
COc1ccccc1NS(=O)(=O)c1cc(C)ccc1C	96	95	12	94	97	8	95	x	2	23	98
COC(=O)[C@@]1(Cc2ccc(F)cc2)[C@H]2c3cc(C(=O)N4CCCC4)n(CCc4ccccn4)c3C[C@H]2CN1C(=O)c1ccccc1	96	105	7	99	101	3	102	x	6	18	101
CCCCCn1c(N2CCC(C(N)=O)CC2)nc2c1c(=O)[nH]c(=O)n2C	97	98	9	102	99	-7	98	x	-19	50	100
CCOC(=O)/C(C(C)=O)=C1/OC(=O)c2ccccc21	98	99	6	103	101	5	99	20	6	33	100
CC(=O)c1ccc2c(c1)c1ccccc1n2CC(C)C	97	99	39	100	99	0	96	x	7	27	100
C1=C(c2ccccc2)Nc2nnnn2C1	96	99	36	97	98	5	97	x	-22	12	98
Fc1ccc(CNn2cnnc2SCc2ccc(F)cc2)cc1	100	98	8	107	102	3	102	x	2	14	106
N/C(=N\OC(=O)c1ccccc1[N+](=O)[O-])c1ccccn1	97	105	9	100	97	27	99	11	-14	25	94
O=C(Cc1cccc2ccccc12)Nc1ccc2c(c1)C(=O)NC2=O	93	104	10	92	96	-3	94	x	-30	9	94
C=CCN(c1ccc(C(N)=O)cc1)S(C)(=O)=O	97	102	8	99	98	10	100	x	-31	13	98
C=CCN=C(NC#N)SCc1ccccc1Cl	94	95	7	95	95	3	94	1	-4	62	94
Cn1c(Cn2c(=O)sc3ccccc32)nnc1SCC(N)=O	99	104	25	106	100	-11	100	x	1	15	102
CCCC(=O)Nc1ccc(Br)c(Cl)c1	99	99	12	108	98	0	99	14	2	12	102
COc1ccc(C(=O)NNC2CC(=O)N(Cc3ccc(Cl)cc3)C2=O)cc1OC (centres undefined)	98	101	17	105	100	10	98	12	-7	9	102
CCc1c(C)nc2ncnn2c1N1CCC(C(=O)Nc2ccccc2)CC1	95	94	7	94	96	-26	95	-3	-3	35	96
Cc1nc2ccc(Cl)cc2c(-c2ccccc2F)c1CC(=O)O	100	95	11	98	97	21	97	22	-1	6	97
Cn1c(SCC(=O)N2CCc3ccccc32)nnc1-c1ccc(S(=O)(=O)N2CCCC2)cc1	99	97	13	97	100	1	99	6	-36	22	95
O=C(NCc1ccc2c(c1)OCO2)c1ccc(COc2cccc(Cl)c2)o1	94	98	11	96	98	5	97	-30	19	46	97
O=C(c1ccc2nc3ccc(Cl)cc3c(=O)n2c1)N1CCOCC1	99	106	9	104	105	40	101	x	-5	8	105

Single records (already shown). Values in the order: Rac1 act GTP bind | Rab7 wt modul | Avidin bead fluor | Rac1 wt GTP bind | HRas wt GTP bind | Mcl1-Noxa inh | Rab2A wt mod | Pf gamet viab | Mcl1-Bid inh | GSH fluor | Cdc42 wt GTP
CC(=O)c1ccc2c(c1)c1ccccc1n2CC(C)C is listed with 97 | 99 | 39 | 100 | 99 | 0 | 96 | x | 7 | 27 | 100
O=C(Cc1cccc2ccccc12)Nc1ccc2c(c1)C(=O)NC2=O is listed with 93 | 104 | 10 | 92 | 96 | -3 | 94 | x | -30 | 9 | 94

(more compounds)
SMILES	Rac1 act GTP bind	Rab7 wt modul	Avidin bead fluor	Rac1 wt GTP bind	HRas wt GTP bind	Mcl1-Noxa inh	Rab2A wt mod	Pf gamet viab	Mcl1-Bid inh	GSH fluor	Cdc42 wt GTP
COc1ccc(NC(=O)c2cc3c([nH]c4ccccc43)c(C)n2)cc1	98	94	5	98	97	15	97	x	-42	8	96
COc1ccc(/C=N/Nc2nc(Nc3ccccc3)nc(N3CCCC3)n2)cc1[N+](=O)[O-]	98	97	33	98	97	27	97	16	37	24	97
COc1cccc(OCc2ccc(C(=O)NCC3CCCO3)cc2)c1 (centres undefined)	102	98	3	103	97	13	96	-5	-30	7	93
O=C(N/N=C/c1ccccc1OCc1ccccc1)c1cccs1	99	96	11	90	96	-4	95	x	-2	7	96

Screens: PubChem BioAssay, several laboratories
